TPT1 inhibitor: Candida albicans TPT1 enzyme inhibitors, primary screen, biochemical, fluorescence polarization; 300,000 compounds, 0.81% hits; tRNA 2'-phosphotransferase TPT1 (Candida albicans SC5314); inhibition, % at 5 µM; recombinant caTPT1, FP RNA substrate dephosphorylation;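 active = inhibition above the mean of all tested compounds plus 3 SD, set per screening campaign, cut at about 24% in these data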;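 also: plate controls were DMSO alone for no effect and ferristatin control at 100 nM for full effect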
PP5 primary: PP5 phosphatase inhibitors, primary screen, biochemical, fluorescence | inhibition, % at 6.7 µM | AID 1987, 2009 | Serine/threonine-protein phosphatase 5 (Homo sapiens), P53041 | purified PP5c, OMFP substrate fluorescence | 320,000 compounds, 0.18% hits;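 active = inhibition above the campaign's mean inhibition across all tested compounds plus 3 SD, cut at about 9.5% in these data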;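 also: 0% = DMSO only and 100% = 100 µM cantharidin control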
core dimer inh: inhibitors of HCV core protein dimerization, primary screen, biochemical, TR-FRET, high-throughput. 300,000 compounds, 0.33% hits. inhibition, % at 5 µM. TR-FRET GST/Flag-core106 dimerization, 1536-well. AID 1899, 2009;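 active = inhibition above the mean of all tested compounds plus 3 SD, set per screening campaign, cut at about 45% in these data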
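Material: GST/Flag-tagged HCV core106 proteins. Incubation: 4 h, 22.5 °C incubation. Read-out basis: inhibition (%) from 671 over 617 nm ratio. Measured by: TR-FRET, excitation 340 nm, emission 617 and 671 nm.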
PAFAH2 inh: PAFAH2 enzyme inhibitors, primary screen, biochemical, fluorescence polarization, human | recombinant PAFAH2, FP-rhodamine activity probe | inhibition, % at 3.39 µM | AID 492956, 2010 | 340,000 compounds, 0.99% hits;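 active = inhibition above the mean over all tested compounds plus 3 SD, cut at about 30% in these data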;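 also: inhibitors block probe labeling of enzyme so polarization drops; 0% = enzyme with DMSO and 100% = wells lacking PAFAH2 protein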
proCasp7 act: procaspase-7 activators, primary screen, counter-screen for procaspase-3 activator project, biochemical, absorbance, HTS, human. activation, % at 8.5 µM. Caspase-7 (Homo sapiens), P55210. recombinant procaspase-7, Ac-DEVD-pNA absorbance 405 nm; D23A/D198A/D206A triple mutant, cannot self-cleave; scale: DMSO 0, 5 µM enzyme 100. AID 463210, 2010. 330,000 compounds, 0.093% hits;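 active = percent activation above the screen-wide mean plus 3 SD, cut at about 25% in these data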
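Assay system: Uncleavable procaspase-7 mutant enzyme | Input: 2 µM procaspase-7 mutant as dispensed | Timing: 1 h compound preincubation, 2 h substrate cleavage, 25 °C | Repeats: One well per compound | Control set: DMSO wells as 0%, DMSO with 5 µM added PC-7 as 100% | Technique: Epi-absorbance of released pNA at 405 nm, two timepoints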
proCasp3 act: activators of human procaspase-3 D3A mutant, primary screen, biochemical, absorbance, PC-3 D3A mutant, single concentration | activation, % at 8.5 µM | Caspase-3 (Homo sapiens), P42574 | AID 463141, 2010 | recombinant procaspase-3 D3A, Ac-DEVD-pNA absorbance 405 nm | 330,000 compounds, 0.11% hits;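 active = activation above the mean of all tested compounds plus 3 SD, cut at about 21% in these data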;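 also: 0% = DMSO alone and 100% = DMSO wells spiked with extra 5 µM PC-3 D3A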
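Assay system – Procaspase-3 D3A mutant · Benchmarks – DMSO low control, extra-enzyme high control · Technique – 405 nm absorbance of p-nitroaniline, reads at 0 and 120 min · Doses – 8.5 µM nominal · Measure – % activation between DMSO and enzyme-spiked controls · Also added – Ac-DEVD-pNA chromogenic peptide substrate · Schedule – 1 h compound preincubation, 2 h substrate hydrolysis at 25 °C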
PP1 inh: PP1-alpha phosphatase inhibitors, primary screen, counter-screen for PP5 inhibitor project, biochemical, fluorescence, OMFP substrate, single point | purified PP1alpha | Serine/threonine-protein phosphatase PP1-alpha catalytic subunit (Homo sapiens), P62136 | 320,000 compounds, 0.9% hits | inhibition, % at 6.7 µM | AID 2235, 2010;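 active = inhibition above the mean inhibition of all tested compounds plus 3 SD, computed separately for each screening campaign, cut at about 15% in these data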
AHR act: AHR activators, primary screen, cell-based, luminescence, luciferase reporter, human; Aryl hydrocarbon receptor (Homo sapiens), P35869; AHR-responsive luciferase reporter cells; activation, % at 5 µM; 320,000 compounds, 2.5% hits; in the data active = activation above about 47%;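 also: 0% = vehicle wells and 100% = reference agonist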
Target sequence (P35869 whole entry, looked up): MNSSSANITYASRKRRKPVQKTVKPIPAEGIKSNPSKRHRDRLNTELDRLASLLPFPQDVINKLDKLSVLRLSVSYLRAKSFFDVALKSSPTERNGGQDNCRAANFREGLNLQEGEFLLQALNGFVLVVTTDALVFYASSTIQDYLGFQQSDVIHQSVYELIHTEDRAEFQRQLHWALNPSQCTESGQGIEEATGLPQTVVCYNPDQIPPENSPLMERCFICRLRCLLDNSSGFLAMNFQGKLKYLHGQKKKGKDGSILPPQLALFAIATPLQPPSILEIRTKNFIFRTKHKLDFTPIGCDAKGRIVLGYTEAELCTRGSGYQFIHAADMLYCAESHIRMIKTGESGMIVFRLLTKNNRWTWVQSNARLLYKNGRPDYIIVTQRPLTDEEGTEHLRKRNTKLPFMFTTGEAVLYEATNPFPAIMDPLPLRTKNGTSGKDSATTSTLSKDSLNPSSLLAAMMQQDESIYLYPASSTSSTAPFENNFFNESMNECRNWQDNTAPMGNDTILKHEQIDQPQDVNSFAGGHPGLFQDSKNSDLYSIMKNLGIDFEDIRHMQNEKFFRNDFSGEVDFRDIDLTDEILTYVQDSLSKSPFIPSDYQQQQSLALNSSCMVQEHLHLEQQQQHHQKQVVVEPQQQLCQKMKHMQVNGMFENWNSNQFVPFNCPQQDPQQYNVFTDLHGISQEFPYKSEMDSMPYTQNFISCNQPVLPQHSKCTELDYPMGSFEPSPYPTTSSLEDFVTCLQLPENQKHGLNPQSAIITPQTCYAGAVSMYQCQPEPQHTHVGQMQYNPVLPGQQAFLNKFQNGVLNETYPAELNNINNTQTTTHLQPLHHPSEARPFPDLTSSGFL
Fh CTSL1 inh: Fasciola hepatica cathepsin L1 inhibitors, primary screen, counter-screen for PFM18AAP inhibitor project, biochemical, QFRET, fluorogenic peptide substrate; recombinant F. hepatica cathepsin L1, Z-Leu-Arg-MCA fluorescence; inhibition, % at 5.96 µM; 300,000 compounds, 0.49% hits; AID 1906, 2009;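 active = inhibition above the mean of all tested compounds plus 3 SD, set per screening campaign, cut at about 17% in these data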;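 also: 0% = plate median of test compound wells and 100% = 1 µM Z-Phe-Ala-diazomethylketone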
An asterisk follows results filed as active; . = no result given. This is a random part of the collection. Share with any hit: about 5.6%.

1: CCOC(=O)N(NC(=O)C(O)(C(C)C)C(C)C)c1ccccc1
2: S=c1[nH]nc(Cc2sc(-c3ccccc3)nc2-c2ccccc2)o1
3: COc1cccc2sc(N(CCN(C)C)C(=O)c3ccc(S(=O)(=O)N4CCCC4)cc3)nc12
4: CC1CC2(CCCCC2)N2C(=O)C(=O)c3cccc1c32 (stereo not drawn)
5: CCOC(=O)c1ccc(NC(=S)N2CCC(O)CC2)cc1
6: CC(=O)Nc1ccc(C23CC4CC(CC(C4)C2)C3)cc1
screen / no.,1,2,3,4,5,6
TPT1 inhibitor,-1,-9,6,0,3,-1
PP5 primary,2.4,0.9,2.6,1.9,3.1,0.9
core dimer inh,-1,20,-6,1,4,-1
PAFAH2 inh,0,3,1,9,3,17
proCasp7 act,5,-5,-2,7,-12,-3
proCasp3 act,10,-8,-8,-2,-4,-7
PP1 inh,2,1,-2,14,-4,3
AHR act,-3,6,2,-4,1,-6
Fh CTSL1 inh,-5,5,3,-2,2,3

7: O=C1/C(=C/C=C/c2ccccc2)Oc2c1ccc(O)c2CN1CCN(CCO)CC1
8: O=C(COc1ccc([N+](=O)[O-])cc1)Nc1cc(S(=O)(=O)N2CCCCC2)ccc1N1CCCCC1
9: Cc1ccc(/C=C/C2=NN(Cc3ccc(Cl)c(Cl)c3)C(=O)CC2)cc1
10: Cc1ccc(C(=O)C2=C(O)C(=O)N(Cc3cccnc3)C2c2ccc(Br)cc2)o1 (stereo not drawn)
11: CN(C)c1ccc(CN2CCCCC2)cc1
12: COc1ccccc1NC(=O)COC(=O)c1cc(C)oc1C
screen / no.,7,8,9,10,11,12
TPT1 inhibitor,8,-1,-3,-1,2,.
PP5 primary,2.8,0.1,3.6,2.8,1.6,.
core dimer inh,-5,18,-2,-2,-2,.
PAFAH2 inh,17,6,-3,12,3,6
proCasp7 act,-9,6,8,-52,-8,-4
proCasp3 act,-4,7,0,-15,8,-1
PP1 inh,-2,0,0,19*,-9,.
AHR act,2,2,5,0,0,2
Fh CTSL1 inh,1,5,0,-1,-1,.

Exported with two lines to a compound: part of the list above
Every second line gives: TPT1 inhibitor, PP5 primary, core dimer inh, PAFAH2 inh, proCasp7 act, proCasp3 act, PP1 inh, AHR act, Fh CTSL1 inh
7	O=C1/C(=C/C=C/c2ccccc2)Oc2c1ccc(O)c2CN1CCN(CCO)CC1
    8, 2.8, -5, 17, -9, -4, -2, 2, 1
9	Cc1ccc(/C=C/C2=NN(Cc3ccc(Cl)c(Cl)c3)C(=O)CC2)cc1
    -3, 3.6, -2, -3, 8, 0, 0, 5, 0
12	COc1ccccc1NC(=O)COC(=O)c1cc(C)oc1C
    ., ., ., 6, -4, -1, ., 2, .
11	CN(C)c1ccc(CN2CCCCC2)cc1
    2, 1.6, -2, 3, -8, 8, -9, 0, -1
10	Cc1ccc(C(=O)C2=C(O)C(=O)N(Cc3cccnc3)C2c2ccc(Br)cc2)o1 (stereo not drawn)
    -1, 2.8, -2, 12, -52, -15, 19*, 0, -1

(list continues)
13: COc1cccc(C(=O)NCc2ccc3c(c2)cc(C)n3C)c1
14: Cc1nc(-c2ccccc2)cc(=O)[nH]1
15: O=C(CCS(=O)(=O)c1ccc(Cl)cc1)Nc1nnc(-c2ccco2)o1
16: Cc1cc(C)nc(N(C#N)CC(=O)N2CCC(C(N)=O)CC2)n1
17: Cc1cc(C)nc(N(C#N)CC(=O)N(c2ccccc2)C(C)C)n1
18: Cc1ccc2oc(C(=O)NCc3ccc(S(N)(=O)=O)cc3)cc(=O)c2c1
screen / no.,13,14,15,16,17,18
TPT1 inhibitor,-13,-2,3,-3,-2,1
PP5 primary,-1.6,2.4,0.1,3.5,3.7,2.1
core dimer inh,35,5,2,-2,2,5
PAFAH2 inh,8,10,6,-6,0,11
proCasp7 act,6,-4,3,7,6,4
proCasp3 act,8,9,10,2,-4,3
PP1 inh,3,-1,-2,-4,-2,-1
AHR act,9,1,-2,-7,8,12
Fh CTSL1 inh,-2,1,3,4,0,-2

19: Cc1ccc(N2CCN(S(=O)(=O)c3ccc(F)c(C)c3)CC2)c(C)c1
20: CC(C)(C)C(=O)N(Cc1ccccc1)c1ccccn1
21: CSc1ccccc1NC(=O)COC(=O)c1ccc(-n2nc(C)cc2C)cc1
22: O=C(CCc1nc2sc3c(c2c(=O)[nH]1)CCCC3)Nc1cccc(Cl)c1
23: COc1ccc(CN(C(C)=O)c2ccccc2C(=O)O)cc1
24: COc1ccc(-c2[nH]ncc2-c2cnc(C)s2)c(O)c1
screen / no.,19,20,21,22,23,24
TPT1 inhibitor,-1,2,.,8,0,0
PP5 primary,-0.6,-2.4,.,0.9,1.6,1.2
core dimer inh,6,-2,.,15,2,0
PAFAH2 inh,1,14,59*,6,0,2
proCasp7 act,-4,10,-13,4,2,-7
proCasp3 act,-9,7,-5,0,-5,2
PP1 inh,-3,-2,.,4,-3,1
AHR act,-3,-2,6,6,2,10
Fh CTSL1 inh,0,-1,.,1,0,-5

25: CC1CCC(NC(=O)c2cccc(S(=O)(=O)N3CCN(C)CC3)c2)CC1 (stereo not drawn)
26: COCC(=O)OCn1nnc2ccccc2c1=O
27: O=C(Nc1nnc(-c2ccc(Cl)cc2)o1)NC1CCCCC1
28: COc1ccc(NC(=O)NNC(=O)c2ccc(-c3ccccc3)cc2)cc1
29: O=C(Cc1csc(-c2cccc(Cl)c2)n1)Nc1cccc(S(=O)(=O)NC2=NCCC2)c1
30: O=C(COC(=O)/C=C/c1ccc(Br)o1)NCCCN1CCCC1=O
screen / no.,25,26,27,28,29,30
TPT1 inhibitor,-1,3,0,2,-1,-4
PP5 primary,0.4,-2.9,0.8,-2.0,0.1,-2.5
core dimer inh,-4,2,0,33,3,-2
PAFAH2 inh,5,-5,-8,-3,-1,5
proCasp7 act,14,2,12,-4,2,-1
proCasp3 act,11,-3,2,3,3,-2
PP1 inh,-3,3,0,28*,-3,-3
AHR act,2,3,2,-6,-6,0
Fh CTSL1 inh,1,-12,-2,2,-4,4

31: Fc1ccc(/C=N/NC(=S)Nc2cccnc2)cc1F
32: CC(=O)c1c(C)[nH]c(C(=O)N(C)CC(=O)Nc2ccc(Cl)c(C(F)(F)F)c2)c1C
33: CS/C(=C\[N+](=O)[O-])Nc1ccc(OC(F)(F)F)cc1
34: CC12CCC(C(=O)Nc3ccccc3)(C(Br)C1=O)C2(C)C (stereo not drawn)
35: COc1ccc(CCN2CC(C(=O)N(C)Cc3ccc(C)o3)CCC2=O)cc1 (stereo not drawn)
36: CCCn1c(=O)c(C(=O)NNC(=O)Cc2ccccc2)c(O)c2ccccc21
screen / no.,31,32,33,34,35,36
TPT1 inhibitor,-3,1,-2,-1,1,-1
PP5 primary,0.7,0.4,0.5,-2.7,-2.0,4.0
core dimer inh,-2,6,-3,-3,-1,7
PAFAH2 inh,8,-2,11,10,-1,4
proCasp7 act,0,0,1,1,-7,4
proCasp3 act,9,-5,20,17,1,2
PP1 inh,0,0,-1,-3,1,-1
AHR act,99*,0,6,-1,3,0
Fh CTSL1 inh,1,-1,-3,0,-4,0

37: O=C(/C=C/c1cccc([N+](=O)[O-])c1)NC(=S)Nc1cccc(NC(=O)c2ccccc2Cl)c1
38: O=C(O)c1cn(-c2ccccc2)nc1C(=O)O
39: Clc1ccc(-c2ccc(SCc3ccccn3)nn2)cc1
40: O=C(NCCc1ccccc1)/C(=C\c1ccccc1)NC(=O)c1ccco1
41: Cc1cc(N2Cc3ccccc3C2)ccc1C=O
42: COc1ccc2c(C)cc(SCC(=O)NCC3CCCO3)nc2c1 (stereo not drawn)
screen / no.,37,38,39,40,41,42
TPT1 inhibitor,-2,-4,2,1,3,.
PP5 primary,0.8,-1.1,3.1,2.0,0.2,-0.3
core dimer inh,22,-1,6,1,48*,.
PAFAH2 inh,-17,-3,6,7,-7,11
proCasp7 act,-2,-4,0,7,2,-6
proCasp3 act,8,2,-1,5,4,5
PP1 inh,-2,0,1,0,4,-5
AHR act,2,16,-1,0,12,18
Fh CTSL1 inh,1,-3,-3,1,1,.

43: O=C(NCc1ccco1)N1c2ccccc2Sc2ccccc21
44: O=C(CC1SC(=Nc2ccccc2)N(Cc2ccccn2)C1=O)Nc1ccc(Br)cc1 (stereo not drawn)
45: Cc1ccc(-n2nc3ccc(NC(=O)c4ccco4)cc3n2)cc1
46: O=C(C[C@@H]1C/C=C\CCC(=O)OC[C@@H]2CCCN2C1=O)N[C@H](CO)Cc1ccccc1
47: O=c1[nH]cnc2ccc([N+](=O)[O-])cc12
screen / no.,43,44,45,46,47
TPT1 inhibitor,0,5,2,.,-1
PP5 primary,1.9,3.6,1.4,.,-1.3
core dimer inh,1,15,1,.,-2
PAFAH2 inh,5,-23,-5,-1,-4
proCasp7 act,-1,2,-13,-1,-2
proCasp3 act,9,6,-2,1,-4
PP1 inh,0,12,7,.,-5
AHR act,2,20,20,-2,-1
Fh CTSL1 inh,-5,3,-2,.,3

Source: PubChem (The Scripps Research Institute Molecular Screening Center)
